# Assay outcomes: PubChem, The Scripps Research Institute Molecular Screening Center
# GPR151 ag: human GPR151 activation; activation, % at 11.2 µM; PathHunter beta-arrestin GPR151 cells, luminescence; Q8TDV0; 650,000 compounds, 1% hits; in the data active means activation above about 4.9%;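 further: 0% = median of compound wells and 100% = cells with positive control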
# Target sequence (Q8TDV0 whole entry, looked up): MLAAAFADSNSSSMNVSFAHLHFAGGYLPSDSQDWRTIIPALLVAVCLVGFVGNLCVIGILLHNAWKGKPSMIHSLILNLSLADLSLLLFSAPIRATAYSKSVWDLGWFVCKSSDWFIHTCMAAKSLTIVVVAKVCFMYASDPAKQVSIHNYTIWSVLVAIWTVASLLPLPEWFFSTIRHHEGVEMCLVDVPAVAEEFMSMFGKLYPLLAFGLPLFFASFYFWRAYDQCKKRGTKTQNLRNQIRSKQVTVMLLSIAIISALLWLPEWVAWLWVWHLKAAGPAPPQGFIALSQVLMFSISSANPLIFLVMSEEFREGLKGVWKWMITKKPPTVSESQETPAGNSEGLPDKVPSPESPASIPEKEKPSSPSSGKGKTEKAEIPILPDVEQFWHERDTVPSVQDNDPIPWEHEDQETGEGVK
# TEAD-YAP block: TEAD-YAP interaction inhibition | HEK-TIYL cells, TEAD-Gal4/YAP UAS-luciferase luminescence | 640,000 compounds, 1.4% hits | inhibition, % at 9.12 µM; in the data active means inhibition above about 32%;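 further: 0% = median of test compound wells and 100% = reference inhibitor wells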
# FBW7 activator: human FBW7 E3 ligase activation, primary screen. Q969H0. AlphaScreen FBW7–phospho-cyclin E peptide binding, activator screen. normalized activity (activation), % at 26.1 µM. 650,000 compounds, 0.13% hits; in the data active means normalized activity above about 1.9%;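 further: purified mutant Fbw7 with reduced substrate affinity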
# MITF inh: inhibitors of human MITF. O75030. AlphaScreen MITF homodimerization, bead proximity signal. inhibition, % at 2.6 µM. 650,000 compounds, 0.91% hits. AID 1259374; in the data active means inhibition above about 50%;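 further: 0% = vehicle wells with protein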
# Target sequence (O75030 whole entry, looked up): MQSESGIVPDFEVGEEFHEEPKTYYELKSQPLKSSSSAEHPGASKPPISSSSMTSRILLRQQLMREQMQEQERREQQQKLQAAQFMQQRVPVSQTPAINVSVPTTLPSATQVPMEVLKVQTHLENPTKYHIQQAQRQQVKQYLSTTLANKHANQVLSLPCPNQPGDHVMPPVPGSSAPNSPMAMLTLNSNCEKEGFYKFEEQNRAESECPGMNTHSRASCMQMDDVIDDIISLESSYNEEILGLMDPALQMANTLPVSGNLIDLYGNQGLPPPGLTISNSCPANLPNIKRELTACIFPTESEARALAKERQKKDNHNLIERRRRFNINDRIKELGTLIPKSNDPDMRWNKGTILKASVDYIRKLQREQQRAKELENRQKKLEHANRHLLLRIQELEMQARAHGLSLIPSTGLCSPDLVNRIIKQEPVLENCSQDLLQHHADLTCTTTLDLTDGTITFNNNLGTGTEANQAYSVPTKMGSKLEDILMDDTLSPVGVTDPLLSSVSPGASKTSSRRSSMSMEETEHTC
# The depositor's hits bear a star; · = no result given.
# Below each compound – GPR151 ag, TEAD-YAP block, FBW7 activator, MITF inh
(1) Cc1cccc(CC2CC(=O)N(c3ccccc3)C2=O)c1 (stereo not given)
  0.2, 13, -0.1, -2
(2) CC(=O)C1=C(O)C(=O)N(CCc2ccccc2)C1c1ccc([N+](=O)[O-])cc1 (stereo not given)
  -1.2, 6, -0.1, 4
(3) O=[N+]([O-])/C(C(Cl)=C(Cl)Cl)=C1\Nc2ccc3ccccc3c21
  0.2, 6, 0.0, -8
(4) O=S1(=O)CCC(NCc2ccco2)C1 (stereo not given)
  -1.1, 0, 0.4, 16
(5) O=C(Cn1c2ccccc2c(=O)c2ccccc21)NCCc1ccccc1Cl
  -0.4, 12, -0.1, -9
(6) O=C(NNC(=S)NC1CCCCC1)C(=O)NNC(=S)NC1CCCCC1
  -0.5, -2, -0.5, 62*
(7) CC(C)N1C(=O)C2C(C(=O)NC3CCCC3)C3C=CC2(O3)C1C(=O)NC1CCCCC1 (stereo not given)
  0.2, 3, 0.1, 9
(8) CCOC(=O)N1CCN(C(=O)CCCCn2c(=O)[nH]c3ccsc3c2=O)CC1
  -0.3, 4, 0.0, 5
(9) CCC(=O)Nc1nnc(SCc2cc(=O)c(OC(=O)c3cccs3)co2)s1
  -0.4, 2, 0.0, 8
(10) CN1CCN(c2cc(-c3ccncc3)nc(-c3cccnc3)n2)CC1
  2.6, 61*, 0.0, 0
(11) Cc1ccc2[nH]c(=O)c(N3CCOCC3)c(-c3ccccc3)c2c1
  0.0, 4, 0.5, 1
(12) CCOc1ccc(N2C(=O)NC(=O)/C(=C/c3cn(C)c4ccccc34)C2=O)cc1
  -1.1, 2, 0.2, 10
(13) C=CCOC(=O)CCCC(=O)Nc1ccccc1
  -1.0, 0, 0.1, -6
(14) CCN(CC)C(=O)COc1ccc(C=O)cc1
  0.5, 1, 0.0, 7
(15) Cc1ccc[n+](-c2[nH]c(=O)sc2/C=N/NC(=O)c2ccncc2)c1
  0.0, 12, 0.2, 16
(16) CCc1nc2ccccc2n1CC(O)COc1ccc(NC(C)=O)cc1 (stereo not given)
  -0.2, -1, -0.1, -5
(17) CC(=O)c1ccc(NC(=O)c2cc(-c3ccccc3O)on2)cc1
  1.2, 4, -0.1, 1
(18) O=C(O)c1ccc(Oc2cccc([N+](=O)[O-])c2)cc1C(=O)O
  -1.1, 6, 0.0, 6
(19) COC(=O)NC(Nc1ccccc1F)C(=O)c1ccccc1 (stereo not given)
  -0.9, 7, 0.3, 5
(20) COc1cn(CC(=O)Nc2cccc(F)c2)c(CSc2ccccc2)cc1=O
  -1.8, 5, 0.1, -5
(21) CCOC(=O)C1CCCN(c2nc(Cc3ccccc3)nc3sc4c(c23)CCCC4)C1 (stereo not given)
  0.0, -5, -0.1, 2
(22) N#CCCN(Cn1c2ccccc2c2ccccc21)c1ccccc1
  0.6, 4, 0.2, 11
(23) CCCN(CCC)C(=O)c1c(NC(C)=O)sc2c1CCC(C)C2 (stereo not given)
  -0.2, 1, -0.1, -7
(24) COc1cc(N2C(=O)NC(=O)/C(=C\c3cnn(-c4ccccc4)c3)C2=O)cc(OC)c1OC
  2.1, -16, 0.2, 12
(25) Fc1ccc2nc(-c3ccc(Cl)cc3)c(-c3ccc(Cl)cc3)nc2c1
  -0.3, 18, 0.1, 0
(26) CN1CCN(C(=O)CSc2cc(=O)n(C)c3ccccc23)CC1
  -0.5, -4, 0.2, -3
(27) O=C1COc2ccc(C(=O)COC(=O)CN3C(=O)C4CCCCC4C3=O)cc2N1 (stereo not given)
  0.3, -6, -0.2, -12
(28) CC(CN1CCOCC1)OC(=O)c1cccc(Br)c1 (stereo not given)
  -0.4, -4, 0.1, 19
(29) COC(=O)C1=CN(CC2CCCO2)C=C(C(=O)OC)C1c1cc(OC)c(OC)c(OC)c1 (stereo not given)
  1.3, 11, 0.4, 8
(30) CCCOc1ccc(-c2c(=O)n(OCc3ccc([N+](=O)[O-])cc3)c3ccccc3[n+]2[O-])cc1
  1.5, -11, 0.0, -7
(31) CS(=O)(=O)N(Cc1cccnc1)C1CCN(CCc2cccs2)CC1
  0.0, 5, 0.0, -4
(32) Cc1cc(C(=O)CSc2nc3ccccc3[nH]2)c(C)n1CC1CCCO1 (stereo not given)
  -0.1, 40*, 0.0, 10
(33) CC(C(=O)NCc1cccc(F)c1)n1ncn2cccc2c1=O (stereo not given)
  -0.2, 13, 0.6, 7
(34) CCCOc1ccc(/C=C/C(=O)NCCOC)cc1
  1.9, -22, -0.1, 14
(35) CCN(CC)S(=O)(=O)c1ccc2[nH]c3nc(SCc4ccccc4Cl)nnc3c2c1
  0.1, -1, 0.1, 1
(36) Cc1ccc(N2CC(C(=O)Nc3ccc(N(C)C)cc3)CC2=O)cc1Cl (stereo not given)
  1.1, -2, -0.2, 10
(37) CCCNc1nc(NCC)ncc1C
  2.2, 5, -0.1, -7
(38) COc1ccc2c(=O)c3c(oc2c1)C(=O)N(CCN1CCOCC1)C3c1ccccc1F (stereo not given)
  -1.7, 1, -0.1, -16
(39) CCOC(=O)c1c(N2CCOCC2)nc2ccc([N+](=O)[O-])cc2c1-c1ccccc1
  1.4, 11, 0.3, 6
(40) CN1CCC(N(C)C2CCC(=O)N(Cc3ccc(F)cc3F)CC2)CC1 (stereo not given)
  0.5, -3, -0.1, 7

# Part of the list above in order of count of non-hydrogen atoms, falling:
# Below each compound – GPR151 ag, TEAD-YAP block, FBW7 activator, MITF inh
(38) COc1ccc2c(=O)c3c(oc2c1)C(=O)N(CCN1CCOCC1)C3c1ccccc1F (stereo not given)
  -1.7, 1, -0.1, -16
(39) CCOC(=O)c1c(N2CCOCC2)nc2ccc([N+](=O)[O-])cc2c1-c1ccccc1
  1.4, 11, 0.3, 6
(22) N#CCCN(Cn1c2ccccc2c2ccccc21)c1ccccc1
  0.6, 4, 0.2, 11

# The listing picks up with the 5 entries that preceded the break.
# Below each compound – GPR151 ag, TEAD-YAP block, FBW7 activator, MITF inh
(36) Cc1ccc(N2CC(C(=O)Nc3ccc(N(C)C)cc3)CC2=O)cc1Cl (stereo not given)
  1.1, -2, -0.2, 10
(37) CCCNc1nc(NCC)ncc1C
  2.2, 5, -0.1, -7
(38) COc1ccc2c(=O)c3c(oc2c1)C(=O)N(CCN1CCOCC1)C3c1ccccc1F (stereo not given)
  -1.7, 1, -0.1, -16
(39) CCOC(=O)c1c(N2CCOCC2)nc2ccc([N+](=O)[O-])cc2c1-c1ccccc1
  1.4, 11, 0.3, 6
(40) CN1CCC(N(C)C2CCC(=O)N(Cc3ccc(F)cc3F)CC2)CC1 (stereo not given)
  0.5, -3, -0.1, 7
(41) COc1ccc(C(=O)Nn2c(-c3ccc(F)cc3)nc3ccccc3c2=O)cc1OC
  -0.2, 7, 0.0, -6
(42) CCCCC[C@H](O)/C=C/[C@H]1C2COC(C2)[C@@H]1C/C=C/CCCC(=O)O (stereo not given in full)
  1.7, ·, ·, 16
(43) CCOC(=O)c1cccc(NC(=O)CCCOc2ccc(OC)cc2)c1
  5.6*, 4, 0.0, -6
(44) CCOC(=O)c1[nH]c(C)c(C(=O)NC2CCN(C(=O)OCC)CC2)c1C
  -0.7, -16, 0.2, 11
(45) Nc1ncnc2c1nc(SCCO)n2Cc1ccccc1
  0.0, 8, 0.1, -5
(46) c1ccc(CNc2ncnc3sccc23)cc1
  -0.2, 2, 0.3, -4
(47) CCN1CCN(Cc2c(O)ccc3c(=O)c(Oc4ccc(-c5ccccc5)cc4)c(C(F)(F)F)oc23)CC1
  -0.7, -5, 0.0, 8
(48) Cn1c(SCc2cccnc2)nnc1C1CCN(C(=O)NCc2ccccc2)CC1
  -0.6, 4, 0.2, -12
(49) CCc1c(C)nc2cc(-c3cc(OC)cc(OC)c3)nn2c1NCCO
  3.6, -18, -0.1, -2
(50) CCc1ccccc1N1CC(C(=O)Nc2ccc(I)cc2)CC1=O (stereo not given)
  0.2, 2, 0.0, 1
(51) O/N=C1/CC2C3C/C(=N/O)C4C3CC2C14 (stereo not given)
  -1.3, 0, 0.0, 8
(52) CC(O)CC(=O)NNC(=O)Nc1ccc(Br)cc1Cl (stereo not given)
  -0.6, 4, 0.1, 12
(53) O=C(Nc1c(C(=O)Nc2cccc(C(F)(F)F)c2)cnn1-c1ccccc1)c1ccccc1F
  0.3, -4, -0.2, 6
(54) O=C(CN1CCC(NC(=O)Nc2ccccc2-c2ccccc2)CC1)NCc1ccco1
  0.0, -13, 0.0, 5
(55) CC(C)COC(=O)c1cccc(N2C(=O)C3C4CCC(C4)C3C2=O)c1 (stereo not given)
  0.2, 9, 0.0, 13
(56) COc1cc2c(cc1OC)CC(C)(C)N(Cc1ccccc1C)C2
  -0.3, -7, 0.1, -1
(57) NCCCC[C@@H]1NC(=O)[C@@H]2C[C@H](NCc3ccc(F)c(F)c3)CN2C1=O
  2.9, 6, 0.1, -3
(58) Cc1ccc(S(=O)(=O)C2(C(=O)N(C)C3CCCCC3)CC2)cc1
  -1.2, -5, 0.0, -1
(59) COc1ccccc1N(NC(=O)C(O)(c1ccc(F)cc1)c1ccc(F)cc1)C(C)=O
  1.0, -4, -0.1, -15
(60) COc1cc2c(cc1OC)CN(S(=O)(=O)CCNC(=O)COc1ccc(C(C)C)cc1)CC2
  0.2, -9, 0.0, -5
(61) COc1cc(CN2CCNC(=O)C2CC(=O)NCCc2ncccc2C)cc(OC)c1 (stereo not given)
  -1.6, -9, 0.5, 20
(62) COc1cc(-c2nnc(-c3ccccc3)o2)cc(OC)c1OC
  -0.6, -12, -0.1, -13
(63) COP(=O)(OC)c1nc(-c2ccc(Cl)cc2)oc1NCc1ccc(F)cc1
  -0.4, -4, -0.1, 3
(64) Cc1cc(=O)c(C(=O)N(C)Cc2ccsc2)c(C2CC2)n1Cc1ccc(F)cc1
  -0.4, 11, 0.3, 7
(65) Cc1ccccc1OCCOCCNC(C)C
  -0.4, 7, 0.1, 48
(66) CCN(c1ccc(NC(=O)c2ccc(=O)[nH]c2)cc1)C(C)C
  -0.1, -12, 0.0, 7
(67) CC(=O)c1snc(Nc2cc(Cl)ccc2F)c1N
  -0.3, -34, -0.1, 1
(68) Cc1nc2cc(C(=O)NC3CCCCC3C)ccc2n1-c1ccc(Br)cc1 (stereo not given)
  0.3, 2, 0.3, 15
(69) O=C(CCCn1c(=O)[nH]c2ccccc2c1=O)N1CCN(c2cccc(Cl)c2)CC1
  -0.7, -3, -0.1, -1
(70) COC1=CC(=Cc2c(N)n3c(SC)nsc3nc2=O)C=C(OC)C1=O
  1.1, -54, 0.0, 0
(71) CCOc1ccccc1NC(=O)c1ccc(F)c(S(=O)(=O)N2CCCCCC2)c1
  2.2, 2, 0.1, -8
(72) CC(C)N1CCc2c(sc(NC(=O)COc3ccc(Cl)cc3)c2C(N)=O)C1
  -0.3, -5, 0.1, 8
(73) O=C1N[C@H](CO)C(=O)N2CCN(C(=O)c3ccc(Cl)cc3)C[C@H]12
  -0.4, -4, -0.1, -15
(74) O=C(OCCN1C(=O)c2cccc3c(N4CCCCC4)ccc(c23)C1=O)c1ccc(Cl)cc1
  -0.6, 3, 0.2, -4
(75) Cc1cc(C)c(S(=O)(=O)NCc2cccnc2)c(C)c1
  -0.6, -6, 0.2, 3
(76) CCOc1ccc2c(c1)cc(CN(Cc1ccccc1)C(=O)C1CC1)c1nnnn12
  -0.2, 14, 1.1, 10
(77) Cc1onc(-c2ccccc2Cl)c1C(=O)NNC(=O)c1ccccc1F
  -0.1, 2, 0.3, 13
(78) Cc1ccc(-c2csc3ncn(CC(=O)O)c(=O)c23)cc1C
  -0.9, 11, 0.0, 8
(79) O=C(c1cccs1)N(Cc1ccco1)C1CCS(=O)(=O)C1 (stereo not given)
  -0.2, -1, -0.1, 9
(80) O=c1oc2cc(OCC(O)Cn3cnc4ccccc43)ccc2c2c1CCC2 (stereo not given)
  -0.5, 7, -0.1, -4
(81) Cc1cc(OCC(=O)Nc2ccc(C(=O)OC3CCCCC3)cc2)ccc1C(C)C
  0.7, 2, 0.1, 5
(82) O=C(Nc1ccc(Oc2ccccc2)cc1)c1csc(-c2ccccc2)n1
  3.1, -16, 0.2, -3
(83) O=C(O)/C(=N\Nc1ccccc1O)c1ccccc1
  -0.4, -2, 0.2, 17
(84) COc1ccc(Nc2nc(-c3ccccc3Cl)nc3ccccc23)cc1
  1.0, 13, -0.1, -3
(85) COc1ccc(CCNc2nc(-c3ccc(N4CCOCC4)nc3)nc3c2ncn3Cc2ccc(C(F)(F)F)cc2)cc1
  -0.6, 7, 0.2, 10
(86) O=C(Nc1sc2c(c1C(=O)NCc1cccnc1)CCCC2)c1cccs1
  1.9, -3, 0.0, -2
(87) CCCCc1nnc(NC(=O)CC)s1
  0.7, -4, 0.2, -4
(88) COc1ccc2nc(Cl)c(C3CC(c4ccc(OC)c(OC)c4)=NN3C(=O)c3ccccc3Cl)cc2c1 (stereo not given)
  1.4, 2, 0.3, 27
(89) C=C[n+]1nn(C(C)(C)C)nc1C
  -1.2, -4, 0.0, 9
(90) O=C(CN1c2ccccc2Sc2ccc(C(F)(F)F)cc21)c1cccc2ccccc12
  0.6, -4, 0.5, 1
(91) O=C1N[C@@H](Cc2ccccc2)C(=O)N2C[C@@H](NCc3ccc(F)c(F)c3)C[C@@H]12
  1.2, 1, -0.2, 3
(92) CN1CCCN(Cc2cc(Cl)ccc2[N+](=O)[O-])CC1
  -0.4, 4, 0.1, -2
(93) O=C(c1ccc(Cn2c(=S)[nH]c3ccc(Br)cc3c2=O)cc1)N1CCc2ccccc2C1
  -0.6, 10, 0.5, 12
(94) CC(=O)Nc1ccc(S(=O)(=O)N[C@@H](C)C(=O)OCC(=O)NCC(F)(F)F)cc1
  -0.4, -6, -0.1, -2
(95) CCOc1ccc(-c2nc(NC(=O)CCS(=O)(=O)c3ccccc3)sc2C)cc1
  2.0, -2, 0.3, 0

# Entries by screen from the list.
# GPR151 ag, compounds 82–88 → 3.1, -0.4, 1.0, -0.6, 1.9, 0.7, 1.4
# MITF inh, compounds 82–88 → -3, 17, -3, 10, -2, -4, 27
